Assay outcomes: PubChem BioAssay, ICCB-Longwood Screening Facility, Harvard Medical School
Polio RdRp inh = poliovirus RNA polymerase inhibition. P03300. poliovirus polymerase elongation, fluorescence polarization; active compounds read low. % elongation, % (compound at 16.7 µg/mL). 150,000 compounds, 0.66% hits; in the data active means % elongation below about 90%; further: some results filed as inactive read as strong as hits
Target sequence (P03300 1749-2209 limits assumed): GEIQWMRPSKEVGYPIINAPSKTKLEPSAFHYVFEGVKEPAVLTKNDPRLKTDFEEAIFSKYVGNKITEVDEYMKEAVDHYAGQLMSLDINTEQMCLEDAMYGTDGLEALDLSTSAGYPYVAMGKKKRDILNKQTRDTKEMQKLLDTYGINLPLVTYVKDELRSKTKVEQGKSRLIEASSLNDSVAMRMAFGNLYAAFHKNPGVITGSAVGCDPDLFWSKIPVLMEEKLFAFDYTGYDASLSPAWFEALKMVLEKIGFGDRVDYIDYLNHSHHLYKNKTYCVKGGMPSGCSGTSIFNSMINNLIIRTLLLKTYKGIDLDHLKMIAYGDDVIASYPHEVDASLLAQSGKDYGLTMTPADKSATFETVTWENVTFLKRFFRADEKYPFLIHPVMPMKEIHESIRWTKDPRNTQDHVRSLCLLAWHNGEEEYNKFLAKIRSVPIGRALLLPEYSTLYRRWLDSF
Polio RdRp inh FP z-score = recorded beside Polio RdRp inh, whose call it bears; z-score; measured here: FP z-score; hits read low
* hit, by the source's call. These rows are one share of the data, so the mix of outcomes need not match the whole.

SMILES	Polio RdRp inh	Polio RdRp inh FP z-score
CCC(C)NC(=O)COc1ccc(Br)c(C)c1 (stereo not given)	99.0	-0.9
COC(=O)CSc1ccc2c(N)c(C(=O)OC)sc2c1	105.0	0.2
O=C(Nc1cccnc1)OCC(F)(F)F	105.0	0.4
CCC(C)c1ccc(N=C(NO)c2ccc(OC)cc2)cc1 (stereo not given)	100.0	-0.5
NNC(=O)CS(=O)(=O)c1ccc(C(F)(F)F)cn1	105.0	0
C=CCN1C(=S)NC2CC1(C)Oc1c(OCC)cccc12 (stereo not given)	99.0	-0.3
COc1ccc(NC(=O)CC2C(=O)N(c3ccccc3)C(=O)N2Cc2cccnc2)cc1 (stereo not given)	114.0	1.5
N#CC(C#N)=Cc1cc2c(cc1Br)OCO2	70.0*	-3.9*
N#C/C=C/N1CCc2ccccc2C1	97.0	-0.5
CCN1CCN(C(=O)c2ccc(Br)o2)CC1	102.0	-0.1
COC(=O)c1c(CC=C(C)C)c(C)nc2ccccc12	106.0	0.5
CC(C)(C)c1ccc(C(=O)NC2CCSC2=O)cc1 (stereo not given)	102.0	0.2
Cc1ccc2cc3c(nc2c1)OCC3	104.0	0.6
O=C(Nc1ccc([N+](=O)[O-])cc1Cl)c1cc(Cl)ccc1O	101.0	0.2
CCSc1oc(-c2ccc(F)cc2)nc1S(=O)(=O)c1ccc(C)cc1	101.0	-1.3

Entries of single compounds, looked up by structure. Screens in order: Polio RdRp inh | Polio RdRp inh FP z-score
`COC(=O)c1c(CC=C(C)C)c(C)nc2ccccc12` across the screens: 106.0 | 0.5
`C=CCN1C(=S)NC2CC1(C)Oc1c(OCC)cccc12` (stereo not given) across the screens: 99.0 | -0.3
`O=C(Nc1cccnc1)OCC(F)(F)F` across the screens: 105.0 | 0.4
`CCSc1oc(-c2ccc(F)cc2)nc1S(=O)(=O)c1ccc(C)cc1` across the screens: 101.0 | -1.3
`N#C/C=C/N1CCc2ccccc2C1` across the screens: 97.0 | -0.5

(more compounds)
SMILES	Polio RdRp inh	Polio RdRp inh FP z-score
CN(C)S(=O)(=O)c1cccc(COC(=O)c2cn(-c3ccccc3)nc2-c2cccs2)c1	108.0	0.4
CCc1cccc(NC(=O)CCC(=O)N2CCSc3ccccc32)c1	110.0	0.6
CC(C)C(NC(=O)c1ccc(Cl)nc1)c1ccc2c(c1)OCCCO2 (stereo not given)	101.0	-0.2
Cc1noc(C)c1CN(C(=S)NC1CC1)c1ccccc1	100.0	-0.5
Cc1[nH]n(-c2ccccc2)c(=O)c1CCC(=O)O	97.0	-0.7
CCOC(=O)C1=C(C)NC2=C(C(=O)CC(C)(C)C2)C1C (stereo not given)	100.0	-0.2
O=C(c1cc2ccccc2oc1=O)N1CCC2(CC1)OCCO2	103.0	1.6
Cc1cc(C)c(CO)c(C)c1CO	102.0	0.2
CCOc1ccc(-n2c(CCC(=O)OC3CCOC3=O)nc3ccccc3c2=O)cc1 (stereo not given)	100.0	-0.5
CCN(CC)S(=O)(=O)c1ccc(OC)cc1	108.0	0.4
Cc1ccc(-c2nc(CN3C(=O)CN=C(c4ccccc4)c4ccccc43)c(C)o2)cc1	113.0	1.3
CCN(CCCNC(=O)c1cc2cc3ccc(OC)cc3nc2s1)c1cccc(C)c1	116.0	1.1
COC(=O)C1(N2CCOCC2)/C(=C(\O)c2ccccc2)C(=O)C(=O)N1c1ccccc1 (stereo not given)	99.0	-0.2
CCCn1c2ccccc2c2cnn(CC(=O)NCC3CCN(Cc4ccc(C)cc4)CC3)c(=O)c21	103.0	-0.7
Cc1nc(-c2ccccc2)sc1C(=O)Sc1ccc(Cl)cc1	103.0	-0.2
Cc1ccc(CSCCNS(=O)(=O)c2ccccc2)cc1	99.0	-0.3
CCOC(=O)C1CCCN(C(=O)c2ccc3c(c2)C(=O)N(Cc2ccco2)C3=O)C1 (stereo not given)	103.0	0.3
Cc1cc(C(F)(F)F)c(C#N)c(SCC(=O)c2ccccc2)n1	106.0	0.5
c1ccc(-n2ncc3c(N4CCN(CCOc5cccc6ccccc56)CC4)ncnc32)cc1	101.0	-0.2
S=c1oc(-c2ccco2)nn1CN1CCc2ccccc2C1	99.0	-0.7
O=C(NCC1CCCO1)c1noc2c1CSc1ccccc1-2 (stereo not given)	105.0	2.3
Nc1nc(-c2cccnc2)nn1C(=O)Cc1ccccc1	101.0	0.3
CCc1nc2sc(C#N)c(N)c2cc1C	102.0	0.2
Cc1nc(N2CCCCC2)c2c(C)c(C(=O)Nc3cccc(C(F)(F)F)c3)sc2n1	101.0	-0.7
Clc1cccc(NCn2nnc3ccccc32)c1Cl	102.0	-0.1
CC1(C)NC(=O)N(CC(O)COc2ccc(N3C(=O)c4ccccc4C3=O)cc2)C1=O (stereo not given)	101.0	-0.5
COc1ccccc1CCNC(=O)Cc1c(C)c2cc3c(C(C)(C)C)coc3c(C)c2oc1=O	107.0	-0.3
COc1cccc(CNC(=O)C(=O)NCC(c2ccco2)S(=O)(=O)c2cccs2)c1 (stereo not given)	114.0	1.4
NCC(=O)Nc1ccc(Br)cc1	100.0	0
COc1ccccc1C(=O)Nc1ccc(N2CCN(S(C)(=O)=O)CC2)cc1	99.0	-0.3
CCC(=O)N1CCc2cc(Br)cc(S(=O)(=O)N3CCCC(C(=O)Nc4cccc(Cl)c4C)C3)c21 (stereo not given)	107.0	0.3
O=c1c2ccccc2nc(-c2ccoc2)n1-c1ccccc1	99.0	-0.3
COc1ccc2c(-c3ccc(Cl)cc3)c(C)oc2c1	98.0	-0.6
Cc1nc2nc(NC(=O)c3ccc(F)cc3)[nH]n2c(=O)c1Cl	104.0	1.2
O=C(CNC(=O)C12CC3CC(CC(C3)C1)C2)OCc1nnc(-c2ccccc2)o1	103.0	0
FC(F)(F)c1ccccc1NC(=S)Nc1ccc(-c2csnn2)cc1	102.0	-0.2
N#Cc1ccc(COC(=O)C2CCC(=O)N2)cc1 (stereo not given)	105.0	0.2
Cc1ccc(C(C)C)c(OCc2ccc(C(=O)Nc3ccc(S(N)(=O)=O)cc3C)o2)c1	103.0	-0.6
CCn1cnc2cc(NCc3nc4ccccc4n3Cc3ccccc3)ccc21	103.0	0.4
O=C(Nc1ccon1)c1ccccc1F	101.0	0
CCOc1ccc(CNC(=O)COc2cc(=O)n(CC)c3ccccc23)cc1	101.0	-0.8
COc1ccc(CCN2C(=O)CSC2=NC2CC2)cc1OC	111.0	1.4
O=C(NCCCn1ccnc1)c1cc2nc(-c3ccccc3)cc(-c3ccccc3)n2n1	101.0	-0.1
Cc1ccccc1OCCn1c(-c2ccc(Cl)cc2)nc2ccccc2c1=O	106.0	0.4
Cc1ccc(N2C(=O)Nc3ccc(Br)cc3C2(O)C(=O)N2CCN(c3ccccn3)CC2)cc1C (stereo not given)	99.0	-0.6
COc1ccc(Cn2c(=O)[nH]c3cc(C(=O)N4CCN(c5cc(C)ccc5C)CC4)ccc3c2=O)cc1	107.0	0.5
Cc1cc(-c2ccc(C(C)C)cc2)n(-c2ccccn2)n1	100.0	0.1
COc1ccc(CCNC(=O)C(C)n2c(=O)cc(C(F)(F)F)c3c(C)nn(C)c32)cc1OC (stereo not given)	106.0	0.1
Cc1ccc(S(=O)(=O)N2CCC[C@H]2C(=O)OCN2C(=O)c3ccccc3C2=O)cc1	101.0	-0.2
CN1CCc2c(sc3[nH]c(=O)c4c(=S)nc(-c5ccco5)[nH]c4c23)C1	98.0	-1.9
Cc1ccc(-n2c(O)c(/C=N/c3ccnn3Cc3ccco3)c3ccccc3c2=O)cc1	107.0	0.7
O=C(c1ccc(-c2cccs2)s1)N1CCOCC1	98.0	-1.4
Cc1oc(-c2ccc(C(=O)NCCC(C)C)cc2)nc1CN1CCc2ccccc21	105.0	-0.4
C#CCOc1ccc(Cl)c2cccnc12	115.0	3.8
N#CSCCCOc1ccccc1Br	98.0	-0.4
Cc1ccc(CN2CCN(N=Cc3ccccc3OCC(=O)O)CC2)c(C)c1	101.0	-0.1
O=C1C=CC(=O)N1c1ccc(S(=O)(=O)Nc2ccc(C(F)(F)F)cc2)cc1	105.0	0.2
COCCCN1C(=Nc2cccnc2)SCC1(O)c1ccccc1 (stereo not given)	103.0	0
CCNC(=O)CCn1nc(-c2ccccc2)c2ccccc2c1=O	103.0	0.5
O=C(NC1CCCCC1)NC1CCCc2ccccc21 (stereo not given)	104.0	1.1

Going on with the list.
SMILES	Polio RdRp inh	Polio RdRp inh FP z-score
CCONC(=O)Nc1ccccc1	105.0	1
Cc1cc(C)c2c3c(sc2n1)C(=O)N(c1ccccc1C)CC(=O)N3	96.0	-1.2
COc1ccc(CCCc2nnc(SCC(=O)Nc3cc(C)ccc3C)o2)cc1	106.0	0.4
Cc1ccc2c(c1)N(CC(=O)NC1CCC(C)CC1)C(=O)c1cccnc1O2 (stereo not given)	99.0	-0.8
O=C(CCc1c[nH]c2ccccc12)Nc1cccnc1	99.0	-0.3
COc1ccc(N(C=O)/C=C2\Sc3ccccc3C2=O)cc1	75.0	-6.9
CCOC(=O)NC(=O)c1cn(CCc2ccncc2)c(=O)[nH]c1=O	101.0	-0.5
CC(C)[C@H](NC(=O)c1ccccc1)C(=O)Nc1ccc2c(c1)OCO2	104.0	0.2
Cc1ccc(C(=O)OCC(=O)NCc2ccccc2Cl)s1	103.0	0.6
CC(=O)NC(CC(=O)N1CCN(S(=O)(=O)c2ccc(C)cc2)CC1)c1ccccc1 (stereo not given)	96.0	-1
CSc1nnc(C2CCCN2CC(=O)NC(c2ccccc2)c2ccccc2)n1C (stereo not given)	101.0	-0.4
CCCN1C(=O)C(Cc2nc3ccccc3c(=O)n2CC)c2cc(Br)ccc21 (stereo not given)	112.0	0.9
CCOc1ccc(C(=O)C(C)OC(=O)c2cccnc2N2CCCC2)cc1 (stereo not given)	103.0	0
Cc1cccc(CSc2ncc(Cl)c(C(=O)Nc3nc4ccc(F)cc4s3)n2)c1	103.0	-0.7
CC(=O)Nc1ccc(NC(=O)CN2C(=O)CCc3cc(S(=O)(=O)N4CCCCC4)ccc32)cc1	106.0	0

Two entries from above, with two lines to a compound.
Order of values: Polio RdRp inh, Polio RdRp inh FP z-score
- CC(C)[C@H](NC(=O)c1ccccc1)C(=O)Nc1ccc2c(c1)OCO2
  104.0, 0.2
- CC(=O)NC(CC(=O)N1CCN(S(=O)(=O)c2ccc(C)cc2)CC1)c1ccccc1 (stereo not given)
  96.0, -1

The listing continues:
SMILES	Polio RdRp inh	Polio RdRp inh FP z-score
COc1ccc2c(c1)CC/C(=C/c1cccc(O)c1)C2=O	102.0	0
COC(=O)/C(C(C)=N)=C(\O)CSc1nnnn1-c1ccc(Cl)cc1	106.0	0.4
CC1CCN(C(=O)CN2c3ccc(C(C)C)cc3-c3ccccc3S2(=O)=O)CC1	106.0	-0.2
C=CCNc1sc(N)c(C#N)c1C(=O)c1ccc(Br)s1	102.0	0.1
CCCSC1=C(C#N)C(c2cccs2)CC(=O)N1 (stereo not given)	105.0	0.7
O=C(CSc1nnc(-c2ccco2)o1)N1CCCc2ccccc21	99.0	-0.8
Cc1ccc(-c2nc(CS(=O)(=O)CC(=O)NCc3ccc(Cl)cc3)c(C)o2)cc1	107.0	0.3
N#CCn1c(CSc2nnc(COc3ccccc3Cl)n2C2CC2)nc2ccccc2c1=O	139.0	5.9
C=C(C)Cn1c(=S)[nH]c2ccccc2c1=O	104.0	0.2
CC(O)CNc1cc(=O)oc2ccccc12 (stereo not given)	103.0	1.2
CCOc1ccccc1C(=O)NC1CCNCC1	102.0	-0.1
CCC(=O)N1CCc2cc(S(=O)(=O)NCC(OC)OC)ccc21	102.0	0.5
Cn1c2ccccc2c2cnn(CC(=O)NCCN3CCCCCC3)c(=O)c21	102.0	0.2
CCN(CC)c1cc(C)c2cc(NC(=O)/C=C/c3cc(OC)c(OC)c(OC)c3)ccc2n1	103.0	-0.7
CCOc1ccc(CCNC(=O)C2CCN(C(=O)N3CC(CC)Oc4ccc(C)cc43)CC2)cc1 (stereo not given)	103.0	-0.6
Cc1cc(/C=N/N=C2\C(=O)Nc3ccccc32)c(C)n1CC(C)C	103.0	0.1
O=C(O)c1ccc(O)c(Br)c1	103.0	0.2
CCn1c(SCC(=O)N2CCCCC2)nnc1-c1ccc(S(=O)(=O)N2CCCC2)cc1	102.0	0.2
CCn1nc(C(=O)OC)c2ccccc2c1=O	96.0	-0.6
O=C(O)CCSc1nc(-c2ccccc2)cc(=O)[nH]1	101.0	-0.4
Cc1ccc(C2(c3ccc(C)o3)CCCCC2)o1	100.0	-0.3
CCOc1ccc(-c2cc3c(=O)n(Cc4nc(-c5ccc(OC(C)C)cc5)oc4C)ccn3n2)cc1Cl	99.0	-1.8
C/C(N)=C(/C#N)C(=O)CSc1nc2nc(C)cc(C)n2n1	102.0	-0.1
O=C1c2[nH]nc(-c3ccccc3)c2C(c2ccccc2)N1c1cccc(C(F)(F)F)c1 (stereo not given)	106.0	0.6
CCCN1c2ccccc2NC1NC(=O)CCN(c1ccc(OC)cc1)S(=O)(=O)c1ccc(C)cc1 (stereo not given)	104.0	0.3
CNC(=S)N/N=C/c1c(C(=O)OC)cnn1-c1ccc(F)cc1F	103.0	0.3
CCSc1nnc2c(n1)OC(c1ccc(C)s1)Nc1ccccc1-2 (stereo not given)	92.0	-2
CN(Cc1ccccc1)C(=O)CSc1nnnn1C	104.0	0
CNC(=O)c1cc(I)c(OC)c(OC)c1	99.0	-0.9
O=c1nc2sc3ccccc3n2c(=O)n1-c1ccc(Cl)cc1	102.0	-0.1
CN1CCC(N(C)Cn2ncn(-c3ccccc3)c2=S)CC1	101.0	-0.3
Cc1ccccc1/C=C(\C#N)C(=O)OC(C)(C)C	103.0	0.3
CCOC(=O)Nc1cccc(O)c1	101.0	-0.1
CCOC(=O)C1CCCN(C2=NC(=O)/C(=C/c3ccc(OC)c(OC)c3)S2)C1 (stereo not given)	101.0	-0.4
CN(C(=O)c1ccc(COc2ccccc2Cl)o1)c1ccccc1	103.0	0
CCOC(=O)N1CCN(Cn2nnc3ccccc3c2=O)CC1	106.0	0.5
CCOC(=O)Cn1cnc2sc(C)c(C)c2c1=O	104.0	1.1

A second format for three compounds above:
Compound,Polio RdRp inh,Polio RdRp inh FP z-score
CN(C(=O)c1ccc(COc2ccccc2Cl)o1)c1ccccc1,103.0,0
CCOC(=O)N1CCN(Cn2nnc3ccccc3c2=O)CC1,106.0,0.5
CCOC(=O)Cn1cnc2sc(C)c(C)c2c1=O,104.0,1.1
